Screening data (PubChem BioAssay)
Rhodamine fluor – compound fluoresces in the rhodamine spectral region | 0.05% of 59,000 active | Rhodamine-region fluorescence, 547/598 nm, Tris buffer; active compounds read high | max dye-equivalent concentration, M; in the data active = max dye-equivalent concentration above about 11 nM; inconclusive = between about 1.1 nM and that limit
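Compounds in 100 mM Tris buffer, pH 8.0, were incubated 15 min at room temperature, then read at 547 nm excitation and 598 nm emission. Fluorescence was normalized against a per-plate six-point rhodamine standard curve as dye-equivalent concentration.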
DNA Pol III inh – inhibitors of bacterial DNA polymerase III holoenzyme. Potency, µM (doses to about 57.1 µM), for the others: at the highest dose activity change, negative = inhibition. reconstituted DNA polymerase III holoenzyme replication, biochemical. 0.25% of 71,000 active; also: potency is read from the fitted curve at half-maximal effect; % is scaled to controls: 0 for no effect and ±100 for the full control effect
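Reconstituted *E. coli* holoenzyme (0.35 nM Pol III, 1 nM beta, 154 nM SSB, 2 nM primase) was preincubated with compound for 15 min at RT. Synthesis on 1.4 nM ssM13Gori ran 35 min, then was stopped with PicoGreen/EDTA and read as dsDNA fluorescence.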
HEK293 cAMP ctrl – counter-screen for TSHR agonists: cAMP increase in parental HEK293. parental HEK293 CNG cAMP sensor, membrane potential fluorescence. Potency, µM (top dose mostly 57.1 µM), for inactives: at the top dose activation, actives largely listed as activators. 2.5% of 73,000 active; also: potency is read from the fitted curve at half-maximal effect; % of control where 0% means no effect; nearly all actives have a fitted effect of over 55% in size
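Parental HEK 293 cells stably expressing a cAMP-gated CNG channel were loaded with membrane potential dye containing 100 uM RO 20-1724 for 60 min. Compound added for 30 min; depolarization read as fluorescence intensity at 590 nm.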
HADH2 inh – blocks human hydroxyacyl-CoA dehydrogenase type II; Q99714; recombinant HADH2, NADH fluorescence, beta-hydroxybutyryl-CoA; Potency, µM (highest dose often 57.1 µM), without a hit: at the highest dose activity change, negative = inhibition, most hits filed as inhibitors; 3.4% of 73,000 active; AID 886; also: potency is read from the fitted curve at half-maximal effect; % is scaled to controls: 0 for no effect and ±100 for the full control effect; nearly all actives have a fitted effect of over 60% in size; many of its hits are not listed in these tables
Target sequence (Q99714 whole entry, looked up, one chain of several): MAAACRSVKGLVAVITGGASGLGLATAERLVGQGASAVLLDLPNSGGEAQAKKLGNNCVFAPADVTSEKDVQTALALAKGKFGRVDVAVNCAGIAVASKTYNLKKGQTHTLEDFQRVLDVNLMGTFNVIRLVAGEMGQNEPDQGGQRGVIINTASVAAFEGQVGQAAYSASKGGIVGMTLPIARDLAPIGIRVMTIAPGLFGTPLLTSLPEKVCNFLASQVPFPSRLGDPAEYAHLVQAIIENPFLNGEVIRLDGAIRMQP
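Activity measured as NADH fluorescence gain (360/450 nm), taken as the change between first and last reads of a 4-min kinetic run. Conditions: pH 9.0 Tris buffer, 20 nM E. coli-expressed His-tagged enzyme, 1 mM NAD+, 90 uM beta-hydroxybutyryl-CoA; 15-min compound preincubation.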
BRCT PPI red – inhibitors of human BRCA1 BRCT-phosphoprotein interaction (red fluorophore). P38398. BRCT-phosphopeptide binding, red fluorescence polarization. AID 892. Potency, µM (highest dose often 76.9 µM), for the others: at the highest dose activity change, negative = inhibition, usual class: inhibitors. 0.03% of 75,000 active; also: % is scaled to controls: 0 for no effect and ±100 for the full control effect
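Fluorescence polarization: 100 nM His-tagged BRCA1 BRCT with 100 nM TAMRA-labelled phospho-BACH1 decapeptide, phosphate buffer pH 7.3 with 150 mM NaCl, DTT, 0.01% Tween 20; 12 min RT. Binding inhibition seen as FP decrease.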
Caspase-1 inhib – allosteric or competitive inhibitors of human caspase-1; Caspase-1 enzyme, Ac-WEHD-AFC fluorogenic rate; Potency, µM (highest dose often 57.5 µM), without a hit: at the highest dose activity change, negative = inhibition, actives largely listed as inhibitors; 0.03% of 75,000 active; AID 900;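 also: potency is read from the fitted curve at half-maximal effect; plate controls were vehicle for no effect and no substrate for full effect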
USP2a inh – blocks human ubiquitin-specific protease USP2a; 0.1% of 60,000 active; O75604; Potency, µM (doses to about 38.3 µM), for inactives: top-dose activity change, negative = inhibition, usual class: inhibitors; USP2a enzymatic assay, qHTS inhibition;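 also: potency is read from the fitted curve at half-maximal effect; nearly all actives have a fitted effect of over 60% in size; plate controls were DMSO for no effect and NEM full inhibition control for full effect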
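Inhibition is measured in a cell-free coupled assay with 20 nM USP2 core, 20 nM Ub-PLA2 and 20 uM NBD C6-HPC, 2.5 h incubation. Activity normalized to NEM control.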
ALOX15 inhib – 15-hLO (ALOX15) enzyme inhibition; Potency, µM (highest dose often 57.1 µM), inactives show at the highest dose activity change, negative = inhibition, usual class: inhibitors; 1.4% of 74,000 active; P16050; purified 15hLO-1, xylenol orange hydroperoxide absorbance; AID 887; also: potency is read from the fitted curve at half-maximal effect; % is scaled to controls: 0 for no effect and ±100 for the full control effect; nearly all actives have a fitted effect of over 55% in size
Target sequence (P16050 whole entry, looked up): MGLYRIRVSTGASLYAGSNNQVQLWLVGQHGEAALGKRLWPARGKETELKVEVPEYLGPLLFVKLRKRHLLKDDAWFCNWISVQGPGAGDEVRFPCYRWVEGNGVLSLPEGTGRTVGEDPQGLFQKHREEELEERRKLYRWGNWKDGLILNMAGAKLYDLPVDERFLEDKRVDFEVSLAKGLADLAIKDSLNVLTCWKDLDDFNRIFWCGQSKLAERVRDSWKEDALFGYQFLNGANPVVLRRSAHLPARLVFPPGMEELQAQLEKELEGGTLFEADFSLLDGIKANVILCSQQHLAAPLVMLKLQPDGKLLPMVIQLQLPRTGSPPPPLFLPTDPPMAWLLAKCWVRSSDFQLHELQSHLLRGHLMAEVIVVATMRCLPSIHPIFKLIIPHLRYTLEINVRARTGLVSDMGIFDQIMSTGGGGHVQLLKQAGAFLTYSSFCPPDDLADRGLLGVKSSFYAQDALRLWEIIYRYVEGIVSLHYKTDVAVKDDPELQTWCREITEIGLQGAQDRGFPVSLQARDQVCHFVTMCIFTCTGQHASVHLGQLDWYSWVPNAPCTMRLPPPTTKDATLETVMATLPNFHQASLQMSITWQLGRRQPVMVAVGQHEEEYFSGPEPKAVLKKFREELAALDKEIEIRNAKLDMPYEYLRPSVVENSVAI
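Inhibition is scored from a chromogenic endpoint. After 15 min enzyme-compound contact, arachidonic acid (50 uM final) reacts 6 min with 40 nM 15hLO-1 at room temperature, then Fe-XO reagent is added for 30 min and absorbance ratio recorded.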
BRCT inh green – inhibitors of human BRCA1 BRCT-phosphoprotein interaction (green fluorophore); BRCA1 BRCT-phosphopeptide binding, green fluorescence polarization; 0.05% of 75,000 active; Potency, µM (series often up to 76.9 µM), inactives show at the highest dose activity change, negative = inhibition, usual class: inhibitors; P38398;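 also: potency is read from the fitted curve at half-maximal effect; plate controls were peptide without protein for full effect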
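Fluorescence polarization: His-tagged BRCT (~35 kDa BRCA1 C-terminus, 250 nM) bound to 100 nM fluorescein-labeled phosphorylated 10-aa BACH1 peptide, pH 7.3 phosphate buffer with DTT and Tween 20. Compounds incubated 12 min at room temperature; inhibition read as lowered polarization.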
Casp7 inh – blocks human caspase-7 allosterically or competitively. P55210. recombinant caspase-7, Ac-DEVD-AFC fluorescence rate. Potency, µM (series often up to 57.5 µM), inactives show at the top dose activity change, negative = inhibition, usual class: inhibitors. 0.02% of 75,000 active; active = well fitted inhibition curve with a large enough effect in the main read-out, with a control signal flat, not every such curve was filed as active; inconclusive = small, poorly fitted or top-dose-only effect, or a change in a side signal; also: potency is read from the fitted curve at half-maximal effect; % of control where 0% means no effect
Tau fil binding – binders of human tau filaments. P10636. recombinant tau filaments, thioflavin S fluorescence, 15 h; filaments grown with octadecylsulfate alongside compound. Potency, µM (highest dose often 57.1 µM), inactives show at the top dose activity change, negative = inhibition. 2% of 71,000 active;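 also: potency is read from the fitted curve at half-maximal effect; % is scaled to controls: 0 for no effect and ±100 for the full control effect; actives lower thioflavin S fluorescence by blocking filaments or displacing dye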
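His-tagged recombinant human tau (exons 2, 3 and 10 included), 1 uM, was induced to fibrillize by 30 uM sodium octadecylsulfate with compound present. After 15 h at 37 C, thioflavine S fluorescence (ex 450, em 510 nm) was read.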
Starred values were filed as active, the others as inactive; i = inactive; ? = inconclusive; / = not tested or not shown; & = joins results of further samples; [ ] = dose if it differs, or a comment. Unless noted, calls follow the shape of the dose curve; as a rule, active = well fitted curve in the direction sought with a large enough effect; inconclusive = small, poorly fitted or top-dose-only effect, or another doubt; inactive = no such curve, though single readings can be large; an effect the other way counts as inactive or inconclusive. Some of the compounds tested; rates above refer to the full screens.

SMILES	HEK293 cAMP ctrl	BRCT inh green	HADH2 inh	BRCT PPI red	Rhodamine fluor	Tau fil binding	ALOX15 inhib	Caspase-1 inhib	USP2a inh	Casp7 inh	DNA Pol III inh
Fc1ccc(CN2CCCCCCC2)cc1F	18%	-0.4%	6%	-1.4%	/	-6%	-7%	-4%	-7%	2%	5%
O=C(O)CC(CP(=O)(c1ccccc1)c1ccccc1)C(=O)O (stereo not drawn)	13%	-1.5%	1%	0.2%	i	4%	4%	2%	-7%	2%	-4%
CCOc1ccccc1C1N(c2ccc(OC)cc2)C(=O)C2CCCN21 (stereo not drawn)	-2%	-0.8%	-1%	-1.4%	/	-9%	5%	-6%	/	-1%	-1%
CSc1ncc(Cl)c(C(=O)Nc2ccc(S(=O)(=O)N3CCOCC3)cc2)n1	-10%	-0.7%	6%	0.9%	i	-25%	-2%	-1%	12%	0%	-2%
Cc1cccc(CNc2ccnc(-c3ccccc3CN(C)C)n2)c1	5µM*	0.4%	9%	1.6%	i	-20%	2%	2%	-9%	1%	-6%
COc1ccc2[nH]c(=O)c3c(c2c1)OC(C)(C)C=C3	-1%&11%	6.5%	28%&9%	1.7%	i	17%&-9%	9%[25.6 µM]	-15%	6%	-15%	-9%&-2%
O=C(Nc1ccccc1)c1ccc(NCC2CCCO2)c(S(=O)(=O)N2CCOCC2)c1 (stereo not drawn)	-3%	3.1%	-7%	-0.8%	i	4%	-1%	-2%	29%	0%	-2%
CSc1ccc(NC(=O)Nc2cc(C)ccn2)cc1	-3%[11.4 µM]	1.0%[15.4 µM]	-7%[11.4 µM]	-0.8%[15.4 µM]	i	-2%[11.4 µM]	6%[11.4 µM]	0%[11.5 µM]	/	1%[11.5 µM]	-1%[11.4 µM]
Cc1nn(C)c(C)c1CNC(=O)c1cc2n(n1)C(C(F)(F)F)CC(c1cccs1)N2 (stereo not drawn)	18%	1.2%	23%	0.7%	i	-8%	-25%	-5%	51%[activator]	-4%	0%
CS(=O)(=O)Nc1cccc(-c2nc(Nc3ccncc3)c3ccccc3n2)c1	-8%	4.1%	-3%	-2.4%	i	76%	5%	-2%	161%[activator]	-3%	-9%
Cc1cc(C)c(NC(=O)CN2CCN3CCCC3C2)c(C)c1 (stereo not drawn)	?	-0.2%	0%	-0.8%	i	2%	4%	0%	7%	0%	5%
O=C1CSC(c2cccc(F)c2)N1c1ccccc1F (stereo not drawn)	5%	-0.4%	7%	-0.1%	i	-32%	-4%	-1%	12%	0%	-5%
COc1cccc(-n2cnc3scc(-c4cccs4)c3c2=O)c1	10%	0.4%	-7%	0.5%	i	5%	1%	-3%	6%	-1%	-8%
COc1ccc(CCN2C(=O)c3[nH]nc(-c4ccccc4O)c3C2c2ccc(C)cc2)cc1OC (stereo not drawn)	?	-0.2%	-7%	0.2%	i	167%	?	-5%	?	-3%	-4%
COc1ccc(NC(=O)CN(c2ccc(C)cc2)S(=O)(=O)c2c(C)nn(C)c2C)cc1OC	1%	-1.6%	13%	-0.3%	i	20%	-1%	1%	-11%	-1%	1%
O=C(Oc1ccccc1)N1CCC2(CC1)CN(c1ccncc1)C2	19%	-2.0%	-5%	0.2%	i	21%	6%	1%	21%	1%	-5%
Cc1onc(-c2ccccc2Cl)c1C(=O)OCn1nnc2ccccc2c1=O	?	0.1%	-12%[11.4 µM]	-1.7%	/	-15%[11.4 µM]	-10%[11.4 µM]	-3%	-9%[7.66 µM]	-2%	-7%[11.4 µM]
COc1nc(-c2ccccc2)ccc1-c1noc(COc2ccccc2)n1	32µM*	4.2%	-6%	-0.4%	i	40%	?	?	-2%	-5%	0%
CC(=O)c1cc2c(cc1N)OCO2	-1%	-0.4%	-13%	-0.3%	i	-16%	3%	-2%	1%	-1%	-1%
Cc1ccc(C(C)C)c(Oc2nnnn2-c2ccccc2)c1	24%	0.2%	-4%	-2.5%	i	-2%	-3%	-1%	-14%	-3%	2%
Cc1csc2nnc(N)n12	1%	-2.1%	-8%	1.0%	i	4%	9%	-2%	-6%	-1%	-3%
CC(C)c1nc2oc3c(N4CCN(C)CC4)ncnc3c2c2c1CCC2	12%	5.3%	16%	-1.0%	i	18%	7%	0%	8%	0%	0%
CCOC(=O)CSc1nnc(NCC(=O)OC(C)C)c(=O)[nH]1	-29%	-0.3%	-25%	-0.7%	i	1%	-7%	0%	-6%	0%	-5%
O=C1C2C3C=CC(C3)C2C(=O)N1CNc1ccccc1 (stereo not drawn)	1%[11.4 µM]	-1.8%	1%[11.4 µM]	-1.4%	/	-29%[11.4 µM]	-1%[11.4 µM]	0%	1%[7.66 µM]	0%	3%[11.4 µM]
COc1ccc(-n2nnnc2SCC(=O)Nc2cccc(C)n2)cc1OC	16%	-1.3%	1%	-0.6%	i	6%	5%	1%	9%	1%	-2%
c1ccc2c(c1)CC(N1CCN(c3cccc4c3OCCO4)CC1)C2	/	-2.0%	6%	-0.2%	/	/	4%	-3%	9%	1%	/
CCCCNC(=O)CC1N=C2c3ccccc3N=C(SCC(=O)Nc3ccc(OC)cc3)N2C1=O (stereo not drawn)	-13%	-2.6%	4%	1.8%	i	?	-7%	-2%	39%[activator]	1%	-7%
O=C(CCCC(=O)N(CC(=O)NC1CCCC1)Cc1ccccc1)Nc1ccccn1	21%	-3.3%	5%	1.0%	i	-7%	2%	1%	7%	-2%	-3%
Cc1cc(C)n(-c2nc(SCC(=O)Nc3nccs3)c3c4c(sc3n2)COC(C)(C)C4)n1	?	-0.1%	-18%	0.5%	i	11%	15%	-1%	25%	-3%	3%
COC(=O)N1CCC2(CC1)CN(c1ccccc1)C2	6%	3.1%	?	0.4%	i	-18%	15%	-8%	-3%	-1%	-2%

Some of the entries above, reformatted:
> CCCCNC(=O)CC1N=C2c3ccccc3N=C(SCC(=O)Nc3ccc(OC)cc3)N2C1=O (stereo not drawn)
  HEK293 cAMP ctrl = -13%	BRCT inh green = -2.6%	HADH2 inh = 4%	BRCT PPI red = 1.8%	Rhodamine fluor = i	Tau fil binding = ?	ALOX15 inhib = -7%	Caspase-1 inhib = -2%	USP2a inh = 39%[activator]	Casp7 inh = 1%	DNA Pol III inh = -7%

> Cc1csc2nnc(N)n12
  HEK293 cAMP ctrl = 1%	BRCT inh green = -2.1%	HADH2 inh = -8%	BRCT PPI red = 1.0%	Rhodamine fluor = i	Tau fil binding = 4%	ALOX15 inhib = 9%	Caspase-1 inhib = -2%	USP2a inh = -6%	Casp7 inh = -1%	DNA Pol III inh = -3%

(list continues)
SMILES	HEK293 cAMP ctrl	BRCT inh green	HADH2 inh	BRCT PPI red	Rhodamine fluor	Tau fil binding	ALOX15 inhib	Caspase-1 inhib	USP2a inh	Casp7 inh	DNA Pol III inh
Cc1cc(C)c2c(=O)n(CC(=O)NCCCN3CCOCC3)sc2n1	?	0.4%	0.16µM*	0.5%	/	-24%	?	-3%	/	-3%	-2%
CN1CCN(CCCN2c3ccccc3Sc3ccc(Cl)cc32)CC1	?	0.5%[3.08 µM]	6%[25.6 µM]	-1.4%	i	?	?	-4%	48%[activator]	-3%	0%[25.6 µM]
Cc1ccc(N2C(=O)[C@@H]3C(c4ccc(F)cc4)=NO[C@@H]3C2=O)cc1	14%	1.4%	-32%	1.0%	i	14%	-8%	-3%	5%	0%	-2%
CCOC(=O)C1=C(C)N=C(/N=C/N(C)C)SC1c1ccccc1 (stereo not drawn)	7%	-4.6%	-16%	-1.3%	i	-1%	-13%	1%	-9%	0%	-1%
CC(=O)N1CCN(Cc2nc3cc(NS(C)(=O)=O)ccc3n2C)CC1	3%	-0.1%	-11%	0.9%	i	4%	6%	0%	-5%	0%	-16%
CS(=O)(=O)N1CCCC(C(=O)NCc2ccccc2Cl)C1 (stereo not drawn)	2%	0.2%	-1%	1.2%	i	8%	3%	-1%	-5%	-3%	-2%
O=C(NCc1cccs1)c1cc2c(s1)CCCC2	?	2.9%	-1%	0.2%	i	-2%	-10%	0%	3%	1%	-5%
O=C(C1CCN(S(=O)(=O)N2CCOCC2)CC1)N1CCOCC1	12%	-1.0%	9%	0.3%	i	-4%	4%	-1%	-7%	0%	-4%
Cc1cc(C(=O)N2CCN(CCc3ccccc3)CC2)no1	-4%	0.1%	4%	0.5%	i	2%	4%	0%	-2%	0%	-4%
CC(Cc1ccccc1)C(=O)NCc1ccccn1 (stereo not drawn)	?	-6.0%	8%	-2.6%	/	-9%	/	-1%	/	1%	2%
COCc1c(C(N)=O)nnn1-c1nonc1N	5%	-2.7%	1%	0.0%	i	5%	1%	0%	-11%	0%	-5%
CCCc1cc(C(=O)Nc2cc(Br)ccc2O)no1	-2%	1.4%	-7%	-0.6%	/	24%	-22%	-1%	/	0%	-4%
